AID2073: disruptors of CaV2.2 binding to Mint1 – biochemical, HTRF (AID 2073); actives 0.19% (n = 290,000); HTRF protein-protein interaction, Mint1-CaV2.2; higher % means a stronger effect; inhibition, % at 20 µM; hits with a dose series show IC50 in µM; in the data active = inhibition mostly above about 51%, no sharp cut-off; note: some results filed as inactive read as strong as hits
Siah-1 displacement: blockers of Siah-1 interaction with plectin peptide – biochemical, fluorescence polarization, rhodamine-plectin, uHTS, primary screen (AID 1817); Siah-1 / rhodamine-plectin peptide fluorescence polarization; higher % means a stronger effect; displacement, % at 20 µM; hits with a dose series show IC50 in µM; actives 0.02% (n = 290,000);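 active = displacement of at least 50% at 20 µM, with a fluorescence ratio check between 0.3 and a set limit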;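 note: plate controls were Siah plus tracer with DMSO for no effect and tracer alone without Siah for full effect; strong numbers were not always called active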
NOD2 inhibition: inhibition of NOD2-driven NF-kB reporter – cell-based, luminescence, uHTS, HEK293 (AID 1566); HEK293 NOD2/NF-kB luciferase reporter, luminescence; higher % means a stronger effect; inhibition, % at 4 µM; hits with a dose series show EC50 in µM; actives 0.63% (n = 290,000); note: many of its hits are not listed in these tables
XIAP antagonists: small molecules displacing peptide from XIAP – biochemical, IAP family, fluorescence polarization (AID 1018); XIAP BIR domain, fluorescence polarization peptide displacement; higher % means a stronger effect; actives 0.007% (n = 200,000); displacement, % at 20 µM; hits with a dose series show IC50 in µM; in the data active = displacement above about 50%; note: a part of the inactive calls stands beside numbers as strong as those of hits
CSM14.1 death rescue: rescue of cells from ER stress-induced death, primary screen, 384-well, CSM14.1, thapsigargin, ATP luminescence (AID 1222); cellular ATP content (survival), % at 20 µM, or EC50 in µM where a hit was titrated; 190,000 tested, under 10 active; CSM14.1 thapsigargin-induced death rescue, ATP luminescence; higher % means a stronger effect;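 active = EC50 below 50 µM in the dose-response confirmation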;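 note: death triggered by thapsigargin at about 15 µM added after 2 h compound pretreatment; cell ATP read after overnight thapsigargin exposure of roughly 18 to 22 hours; normalized against plate controls of thapsigargin alone and 5% DMSO vehicle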
Hep lipid drop: hepatic lipid droplet formation modulation | AML12 mouse hepatocytes, oleate lipid droplets, BODIPY imaging | AID 1656 | inhibition, % at 6.5 µM | actives 0.4% (n = 240,000);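 active = lipid droplet intensity inhibited by at least 50%, with more than 500 cells counted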
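Test system: AML12 mouse liver cells; schedule: overnight exposure; technique: high-content imaging of BODIPY-stained droplets and DAPI nuclei; read-out: % inhibition of corrected integrated BODIPY droplet signal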
M1AAP inhibition: malaria alanyl aminopeptidase activity blockers – biochemical, fluorogenic H-Leu-NHMec substrate, 1536-well (AID 1445). recombinant M1AAP, H-Leu-NHMec fluorogenic kinetic assay; higher % means a stronger effect. one-dose inhibition, % at 30 µM; IC50 in µM for titrated hits. actives 0.42% (n = 220,000);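 active = primary inhibition above the hit cutoff, then over 50% inhibition at one or more dose response concentrations, cut at about 23% in these data, passing the limit was not always enough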;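 note: plate controls were DMSO full reaction for no effect and no enzyme background for full effect; strong numbers were not always called active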
M17LAP inhibition: P. falciparum M17LAP inhibitors, primary screen, biochemical, fluorogenic H-Leu-NHMec substrate, 1536-well (AID 1619); recombinant M17LAP, H-Leu-NHMec fluorogenic kinetic assay; higher % means a stronger effect; one-dose inhibition, % at 30 µM; IC50 in µM for titrated hits; actives 0.38% (n = 220,000);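 active = compound inhibiting the enzyme by more than half at any dose during confirmatory dose-response retesting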;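 note: plate controls were full reaction with DMSO carrier for no effect and no enzyme background for full effect; strong numbers were not always called active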
LYP phosphatase: PTPN22 lymphoid phosphatase activity blockers – biochemical, fluorescence intensity, uHTS (AID 1779). recombinant LYP phosphatase, fluorescence intensity; higher % means a stronger effect. one-dose inhibition, % at 11.5 µM; IC50 in µM for titrated hits. actives 0.054% (n = 290,000);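 note: plate controls were vehicle with enzyme for no effect and no enzyme for full effect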
Hep lipid drop cells 6.5 µM: second read-out of Hep lipid drop, no call of its own (marks repeat the call); cell count; measured here: cell count, cytotoxicity flag;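 cells counted across two imaged fields per well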
* = called active by the depositor; x = not tested or not shown. Cut-off read from the data, not from the text of the source, unless noted: active = inhibition above about 50%; inactive = the rest.

SMILES	AID2073	Siah-1 displacement	NOD2 inhibition	XIAP antagonists	CSM14.1 death rescue	Hep lipid drop	Hep lipid drop cells 6.5 µM	M1AAP inhibition	M17LAP inhibition	LYP phosphatase
COC(=O)CSC1=C(C#N)C(c2cccc(OC)c2)CC(=O)N1 (stereo not drawn)	10.9%	1.4%	6.5%	-1.0%	1.2%	x	x	18.0%	0.9%	-1.7%
CC1(C)S/C(=N/N=C/c2ccco2)NC1=O	-2.1%	2.7%	9.2%	-5.4%	2.4%	12.1	568	7.9%	20.4%	1.3%
CSc1nc(-c2ccccc2)nc(N2CCN(C)CC2)c1C(C)=O	-3.7%	-0.1%	-1.5%	-3.2%	0.8%	x	x	8.0%	1.1%	2.3%
CCOC(=O)N1CCN(Cc2nc(N)nc(Nc3ccc(C)cc3)n2)CC1	12.4%	4.2%	4.2%	-3.1%	0.8%	5.7	684	1.1%	12.3%	-10.1%
Cn1cc(C(=O)NC2CCCCCC2)c(=O)c2cc(S(=O)(=O)N3CCCC3)ccc21	0.1%	-2.4%	9.4%	-5.0%	-2.4%	-0.9	713	-8.8%	-8.4%	-8.4%
Cn1c(SCC(=O)NCc2ccc3c(c2)OCO3)nc2scc(-c3cccs3)c2c1=O	1.4%	-1.1%	-19.0%	-5.8%	1.7%	x	x	3.0%	-13.7%	1.6%
Cc1cc(C)c(C)c(S(=O)(=O)NC2CCN(Cc3ccccc3)CC2)c1C	1.4%	3.9%	16.8%	-1.1%	-2.7%	-17.4	673	-4.4%	-5.0%	-3.3%
O=S(=O)(c1cccc2cccnc12)N1CCN(Cc2ccc3c(c2)OCO3)CC1	5.4%	0.6%	1.7%	-3.6%	-0.9%	x	x	-7.7%	3.2%	-5.1%
COc1cccc(Nc2nc(-c3sc(C)nc3C)cs2)c1	-5.0%	-1.1%	-5.9%	x	x	0.0	835	x	x	-2.3%
CCc1ccc(N2CC(C(=O)Nc3cc(C)on3)CC2=O)cc1 (stereo not drawn)	-8.5%	6.1%	9.3%	-2.5%	1.0%	1.4	733	-3.0%	-1.0%	-7.6%
COc1ccc(-c2csc(NC(=O)c3ccccc3S(C)(=O)=O)n2)cc1	5.9%	6.5%	0.1%	-0.5%	1.7%	-8.0	657	2.5%	2.9%	-3.2%
COc1ccc(S(=O)(=O)N(C)C)cc1NC(C)C(=O)Nc1cccc(C#N)c1 (stereo not drawn)	19.2%	-3.0%	1.5%	-2.7%	-0.9%	-1.4	669	-2.1%	-2.6%	2.1%
CN(CC(=O)N1CCCC1)S(=O)(=O)c1cc(Cl)ccc1Cl	1.6%	-1.1%	-8.0%	-6.7%	-2.5%	-17.1	678	-0.9%	-3.4%	-2.8%
CC(C(=O)NC1CCCCC1)N1C(=O)c2cccc3cccc1c23 (stereo not drawn)	26.2%	-1.8%	13.8%	x	x	-33.8	688	x	x	-4.4%
O=C(Nc1nnc(C2CCCCC2)s1)c1cccs1	7.5%	6.7%	-54.1%	-2.0%	x	32.9	655	5.9%	15.1%	-1.6%
COc1ccc(C(CC(=O)c2ccc(O)cc2)S(=O)(=O)c2ccc(C)cc2)cc1 (stereo not drawn)	4.3%	1.9%	-38.2%	-4.8%	-3.0%	x	x	10.5%	-0.1%	-4.8%
CCc1cc(OCCOCCN(C)C)ccc1Cl	2.6%	-1.6%	0.0%	11.6%	-0.1%	14.2	710	-1.3%	5.5%	-2.9%
CCOC(=O)Cc1c(C)nc(-c2ccccc2)[nH]c1=O	-8.8%	3.6%	-6.7%	-0.3%	-0.7%	x	x	4.3%	2.2%	-6.0%
Cc1nn(-c2ccccc2)c(C)c1C(=O)OCC(=O)N1CCN(S(=O)(=O)c2ccccc2)CC1	-4.1%	5.9%	16.0%	-0.2%	3.1%	x	x	-0.1%	0.7%	3.4%
O=C(NC1(C(F)(F)F)N=C(c2ccccc2)NC1=O)c1ccc(Cl)cc1Cl (stereo not drawn)	-4.3%	-3.8%	18.2%	-5.7%	-0.6%	x	x	-0.3%	3.1%	-8.7%
N#Cc1ccccc1NC(=O)CN1C(=O)NC2(CCCC2)C1=O	3.6%	13.1%	0.0%	x	x	-2.2	787	x	x	-9.0%
O=S(=O)(c1ccc(Cl)cc1)N1CCC(c2nc3ccccc3[nH]2)CC1	-4.0%	6.5%	31.2%	x	x	-10.3	823	x	x	-8.2%
O=C(Cn1ncc2c3ccccc3n(Cc3cccc(Cl)c3)c2c1=O)NCC1CCCO1 (stereo not drawn)	17.6%	12.5%	20.2%	x	x	-0.3	701	x	x	-8.3%
Cc1ccc(S(=O)(=O)N2CCCC(C(=O)NCCCN3CCCCC3C)C2)cc1 (stereo not drawn)	-2.3%	-1.9%	14.7%	-6.7%	0.7%	x	x	0.2%	0.0%	0.9%

Sorted by value in XIAP antagonists (largest number first): three from the list above.
SMILES | XIAP antagonists
CCc1cc(OCCOCCN(C)C)ccc1Cl | 11.6%
COc1ccc(C(CC(=O)c2ccc(O)cc2)S(=O)(=O)c2ccc(C)cc2)cc1 (stereo not drawn) | -4.8%
CN(CC(=O)N1CCCC1)S(=O)(=O)c1cc(Cl)ccc1Cl | -6.7%

The listing continues.
SMILES	AID2073	Siah-1 displacement	NOD2 inhibition	XIAP antagonists	CSM14.1 death rescue	Hep lipid drop	Hep lipid drop cells 6.5 µM	M1AAP inhibition	M17LAP inhibition	LYP phosphatase
CC(C)CCNC(=O)CN(Cc1cccs1)C(=O)CCC(=O)Nc1nccs1	1.6%	3.4%	9.7%	5.3%	-2.5%	0.2	615	5.7%	-7.1%	-11.2%
CC1=NN(c2ccc(C)c(C)c2)C(=O)/C1=C\C=C\c1ccc([N+](=O)[O-])o1	66.9%	6.7%	-16.5%	-7.4%	-1.1%	7.0	630	18.6%	-2.6%	7.3%
Cc1nnc(NC(=O)CSc2cn(Cc3ccccc3)c3ccccc23)s1	-7.1%	2.5%	-7.7%	-2.7%	0.0%	x	x	0.8%	-0.9%	0.9%
O=C(Nc1cccc(F)c1)Nc1ccc2c(c1)CCC2	3.7%	0.1%	-71.1%	x	x	-5.6	697	x	x	2.9%
O=C(CSc1nnc(-c2cccnc2)o1)NNC(=O)c1ccc(Br)cc1	6.3%	11.0%	20.5%	x	x	4.7	768	-10.2%	6.9%	-8.2%
CCOc1ccc(OCCSc2nc3ccccc3o2)cc1	8.7%	-1.7%	5.7%	-2.4%	-1.4%	-10.3	710	-1.0%	-7.1%	-0.7%
CCC(C)NC(=S)N1CCN(Cc2ccc3c(c2)OCO3)CC1 (stereo not drawn)	27.8%	4.0%	7.0%	-3.0%	-0.1%	-0.1	674	-7.0%	-2.5%	-7.3%
COc1cccc(NC(=O)CN(C)C(=O)c2cccc(S(=O)(=O)N3CCN(c4ccccc4)CC3)c2)c1	17.6%	5.3%	14.7%	x	x	5.2	824	x	x	-4.6%
Nn1c(Cc2cccc3ccccc23)nnc1SCc1c(Cl)cccc1Cl	-5.3%	-3.3%	-3.8%	0.7%	-2.4%	-21.2	685	-0.1%	6.7%	-8.2%
CCCOC1CCCN(C(=O)c2ccc(OC)c(OC3CCN(C(C)C)CC3)c2)C1 (stereo not drawn)	-1.6%	0.1%	-5.1%	x	x	-18.8	801	x	x	-5.4%
CC(=O)Oc1ccc2c(C)c(CC(=O)N3CCN(C(=O)C4COc5ccccc5O4)CC3)c(=O)oc2c1C (stereo not drawn)	20.7%	2.5%	16.6%	x	x	-2.1	756	x	x	-5.0%
O=C(NCC1CCN(Cc2ccccc2F)CC1)Nc1cc(F)ccc1F	0.5%	-3.1%	-10.7%	x	x	-4.5	826	x	x	-6.3%

One compound at a time (already shown). Screens in order: AID2073	Siah-1 displacement	NOD2 inhibition	XIAP antagonists	CSM14.1 death rescue	Hep lipid drop	Hep lipid drop cells 6.5 µM	M1AAP inhibition	M17LAP inhibition	LYP phosphatase
`CCCOC1CCCN(C(=O)c2ccc(OC)c(OC3CCN(C(C)C)CC3)c2)C1` (stereo not drawn) reads -1.6%	0.1%	-5.1%	x	x	-18.8	801	x	x	-5.4%
`CC(=O)Oc1ccc2c(C)c(CC(=O)N3CCN(C(=O)C4COc5ccccc5O4)CC3)c(=O)oc2c1C` (stereo not drawn) reads 20.7%	2.5%	16.6%	x	x	-2.1	756	x	x	-5.0%
`Nn1c(Cc2cccc3ccccc23)nnc1SCc1c(Cl)cccc1Cl` reads -5.3%	-3.3%	-3.8%	0.7%	-2.4%	-21.2	685	-0.1%	6.7%	-8.2%
`COc1cccc(NC(=O)CN(C)C(=O)c2cccc(S(=O)(=O)N3CCN(c4ccccc4)CC3)c2)c1` reads 17.6%	5.3%	14.7%	x	x	5.2	824	x	x	-4.6%

Further compounds
SMILES	AID2073	Siah-1 displacement	NOD2 inhibition	XIAP antagonists	CSM14.1 death rescue	Hep lipid drop	Hep lipid drop cells 6.5 µM	M1AAP inhibition	M17LAP inhibition	LYP phosphatase
Cn1cnnc1SCC(=O)Nc1cccc(S(=O)(=O)N2CCCCCC2)c1	0.7%	0.8%	0.4%	-7.3%	0.7%	-11.2	638	2.6%	4.6%	-3.9%
COCC1CCN(Cc2nc(-c3ccc(OC)cc3)no2)CC1	17.4%	0.8%	-6.0%	-9.1%	1.7%	4.5	718	5.9%	-0.3%	-8.5%
O=C(NCC1CCCO1)c1ccc(S(=O)(=O)N2CCCCC2)cc1 (stereo not drawn)	5.3%	-0.6%	12.3%	0.1%	-1.4%	14.6	794	5.3%	-8.2%	-10.6%
Cc1ccnc(NC(=O)COC(=O)c2ccc(F)cc2F)n1	7.8%	-1.5%	0.0%	x	x	0.5	730	-0.5%	-0.3%	-8.7%
CCOc1ccc(C2=Nc3ccc(Br)cc3C(c3ccc(N4CCOCC4)cc3)=NN2)cc1	-0.1%	-2.3%	11.7%	-5.7%	-1.5%	62.4*	669*	4.0%	-0.9%	-8.0%
CC(C)CC(NC(=O)c1ccccc1NC(=O)c1ccccc1)C(=O)O (stereo not drawn)	5.5%	-2.1%	-1.1%	-3.0%	-6.8%	2.9	710	2.3%	3.7%	0.7%
COc1ccc2c(=O)c3c(=O)n(CCc4ccccc4)c(C(C)C)nc3oc2c1	1.7%	-1.4%	-2.5%	x	x	2.5	686	-2.9%	7.3%	8.1%
COc1cc(C(=O)N2C[C@H]3CC[C@H]2C3)ccc1OC1CCN(C(C)=O)CC1	4.2%	3.5%	-0.7%	x	x	24.1	835	x	x	-6.2%
CCCOc1ccc(N2C(=O)CC(N(CCc3ccc(S(N)(=O)=O)cc3)C(C)=O)C2=O)cc1 (stereo not drawn)	14.8%	-2.1%	9.3%	-3.1%	1.1%	x	x	2.5%	14.0%	-1.3%

Screening results (PubChem)

Some of the compounds tested; the hit share may differ from the screen's.
